Dengue-2 NS5 capping = flavivirus cap methylation enzyme inhibition – biochemical, confirmation dose response, primary screen (AID 588689) | inhibition, % at 25 µM, or IC50 in µM where a hit was titrated | actives 0.3% (n = 340,000) | Dengue-2 NS5 methyltransferase capping enzyme assay, biochemical; higher % means a stronger effect; in the data active = a potency from the dose series; inconclusive = inhibition above about 29% without an active follow-up result
HIV fusion peptide = cell-free HIV fusion peptide-binding blockers – biochemical, uHTS, fluorescence dequenching, primary screen (AID 1986); inhibition, % at 20 µM; hits with a dose series show IC50 in µM; cell-free peptide binding, fluorescence dequenching, 30 min; higher % means a stronger effect; actives 0.3% (n = 290,000); in the data active = inhibition mostly above about 52%, no sharp cut-off; inactive = mostly below about 76%; note: some results filed as inactive read as strong as hits
Yfh1-depleted yeast = mitochondrial function rescue without frataxin homolog – Friedreich's ataxia, plus single-dose screen, dose response (AID 1465); S. cerevisiae Yfh1-off respiration, WST-1 reduction, 72 h; higher fold induction means a stronger effect; one-dose fold induction at 50 µM; EC50 in µM for titrated hits; actives 0.074% (n = 220,000);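 active = fold induction of absorbance versus untreated yeast above a set limit, then at least 30% activation at any dose in follow-up; inconclusive = repeats straddling the limit, or above it without dose testing; inactive = fold induction below the set limit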;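 note: activators that raise dye reduction in frataxin-depleted yeast; strong numbers were not always called active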
KOR beta-arrestin-1 = kappa opioid receptor blockers – cell-based, luminescence, uHTS (AID 1778) | KOR beta-arrestin recruitment, luminescence, antagonist mode; higher % means a stronger effect | inhibition, % at 10 µM, or IC50 in µM where a hit was titrated | actives 0.091% (n = 290,000); note: strong numbers were not always called active
KOR beta-arrestin-2 = kappa opioid receptor activators – cell-based, luminescence, uHTS, primary screen (AID 1777) | KOR beta-arrestin recruitment, luminescence; higher % means a stronger effect | actives 0.02% (n = 280,000) | activation, % at 10 µM, or EC50 in µM where a hit was titrated; in the data active = activation above about 50%, passing the limit was not always enough; note: a part of the inactive calls stands beside numbers as strong as those of hits
HEK293 NOD2/NF-kB = inhibition of NOD2-driven NF-kB reporter – cell-based, luminescence, uHTS, HEK293 (AID 1566); HEK293 NOD2/NF-kB luciferase reporter, luminescence; higher % means a stronger effect; inhibition, % at 4 µM, or EC50 in µM where a hit was titrated; actives 0.63% (n = 290,000); note: many of its hits are not listed in these tables
West Nile virus CPE = West Nile virus antiviral activity, cell-based, CPE readout (AID 1621); West Nile virus-infected cells, CPE inhibition; higher % means a stronger effect; CPE inhibition, % at 10 µM, or IC50 in µM where a hit was titrated; actives 0.02% (n = 290,000); in the data active = a potency from the dose series; inconclusive = CPE inhibition mostly from about 3.7% at the one dose, without a potency; inactive = the rest, 99 in 100 with CPE inhibition below about 2.2%; note: strong numbers were not always called active
NOD1 inhibition = inhibition of NOD1-driven NF-kB reporter – cell-based, luminescence, uHTS, primary screen (AID 1578). one-dose inhibition, % at 4 µM; EC50 in µM for titrated hits. actives 1% (n = 290,000). NOD1-driven NF-kB luciferase reporter cells, luminescence; higher % means a stronger effect; in the data active = inhibition mostly above about 36%, no sharp cut-off; inactive = mostly below about 34%;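 note: HEK-293T reporter cells stimulated with the NOD1 agonist gamma-tri-DAP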
AID2073 = disruptors of CaV2.2 binding to Mint1 – biochemical, HTRF (AID 2073) | HTRF protein-protein interaction, Mint1-CaV2.2; higher % means a stronger effect | actives 0.19% (n = 290,000) | one-dose inhibition, % at 20 µM; IC50 in µM for titrated hits; in the data active = inhibition mostly above about 51%, no sharp cut-off; inconclusive = no clear call, values can overlap the other calls; inactive = mostly below about 53%; note: some results filed as inactive read as strong as hits
* = called active by the depositor; i = inactive; u = inconclusive; x = no result given; [ ] = another dose, or the depositor's remark. Cut-off read from the data, not from the text of the source, unless noted: active = inhibition above about 50%; inactive = the rest.

[1] O=C(COC(=O)c1c(F)cccc1F)c1ccc[nH]1
[2] CC1CCN(C(=O)/C(=C\c2ccccc2)NC(=O)c2ccccc2)CC1
[3] Cc1ccccc1-c1nc(-c2ccc(NC(=O)c3cccs3)cc2)no1
[4] Cc1cc(C(=O)N2CCC(Cc3ccccc3)CC2)ccc1[N+](=O)[O-]
[5] COc1ccc(C(NC(=O)CNC(C)=O)C(=O)Nc2ccc3c(c2)OCCO3)cc1 (configuration not stated)
[6] Nc1nc(-c2ccc(F)cc2)cs1
[7] Cn1c(N)c(C(=O)NCc2ccccc2)sc1=S
[8] CCc1cccc(Nc2c([N+](=O)[O-])cc(C(=O)N3CC(=O)Nc4ccccc43)cc2[N+](=O)[O-])c1
[9] CCOc1ccccc1N(CC(=O)NC1CCCC1)S(=O)(=O)c1ccc(C)cc1
[10] COc1ccc(/C=N/S(=O)(=O)CCc2ccccc2)c(OC)c1

assay / compound,1,2,3,4,5,6,7,8,9,10
Dengue-2 NS5 capping,x,-3%,10%,-1%,x,4%,-6%,0%,4%,1%
HIV fusion peptide,-0.5%,0.5%,-0.2%,-2.2%,-3.4%,-0.4%,12%,-3.4%,-0.7%,-2.9%
Yfh1-depleted yeast,i,x,i,i,i,i,i,x,x,i
KOR beta-arrestin-1,23%,-8%,-2%,33%,-14%,-37%[20 µM],-23%,15%,-38%,-6%
KOR beta-arrestin-2,-0.2%,-0.6%,-0.5%,-3.0%,4.0%,-5.8%,-0.3%,4.9%,3.4%,-1.1%
HEK293 NOD2/NF-kB,-33%,-4%,-5%,6%,-4%,-5%,12%,-6%,-26%,5%
West Nile virus CPE,0.3%,-0.7%,1.0%,-0.2%,0.2%,0.2%,-0.1%,x,-1.1%,-0.1%
NOD1 inhibition,-1%,-30%,x,15%,-3%,-20%,-11%,-33%,42%,-5%
AID2073,21%,3%,8%,-9%,6%,0%,15%,0%,9%,41%

[11] COc1ccc(Cn2c(=O)[nH]c3cc(C(=O)N4CCN(c5ccccn5)CC4)ccc3c2=O)cc1
[12] O=C(c1ccc(OC2CCN(Cc3ccccn3)CC2)cc1)N1CCC[C@H]1CO
[13] CCN(CC)S(=O)(=O)c1cc(NC(=O)COC(=O)CCC(=O)c2cccs2)ccc1C
[14] O=C(Cn1cnc([N+](=O)[O-])n1)N/N=C/c1cccc2ccccc12
[15] CCN(C(=O)CSc1nnc(C)n1-c1ccccc1)C1CCS(=O)(=O)C1 (configuration not stated)
[16] NCCCC[C@@H]1NC(=O)c2cc([N+](=O)[O-])cc(I)c2SC[C@@H](C(N)=O)NC(=O)[C@H](CCC(N)=O)NC1=O
[17] Cc1ccc(C2=NOC3(CC(=O)N(c4ccc(C)cc4)C3=O)C2)cc1 (configuration not stated)
[18] C=C1CCC(C)C(C)(CCC2=CCOC2=O)C/C=C\C=C/1C(=O)O (configuration not stated)
[19] COCCNC(=S)NC1CC2CCCC(C1)N2Cc1cccs1 (configuration not stated)
[20] COc1ccc2c(=O)c(-c3cnn(-c4ccccc4)c3)c(C)oc2c1

assay / compound,11,12,13,14,15,16,17,18,19,20
Dengue-2 NS5 capping,-8%,-5%,2%,-14%,3%,-1%,1%,-4%,-2%,-3%
HIV fusion peptide,-0.6%,-0.8%,1.5%,3.1%,-0.3%,1.0%,2.4%,3.2%,-0.4%,0.0%
Yfh1-depleted yeast,i,x,i,i,i,i,i,i,i,i
KOR beta-arrestin-1,20%,22%,23%,25%,3%,21%,-36%,-4%,-31%,20%
KOR beta-arrestin-2,2.0%,-0.5%,-1.8%,-0.2%,-1.9%,0.8%,1.3%,1.8%,5.6%,3.9%
HEK293 NOD2/NF-kB,3%,-22%,-5%,1%,12%,11%,14%,12%,6%,4%
West Nile virus CPE,-0.3%,-0.2%,-0.1%,-0.2%,0.7%,-0.1%,0.4%,-0.2%,-0.4%,-0.9%
NOD1 inhibition,-11%,-28%,-33%,7%,-26%,-13%,-9%,0%,11%,-47%
AID2073,3%,8%,7%,3%,34%,12%,-1%,u,14%,4%

[21] CCc1cc(=S)n2c([nH]c3ccccc32)c1C#N
[22] O=C(COc1ccccc1)Nc1ccc(S(=O)(=O)N2CCCC2)cc1
[23] O=C(NCCc1csc(-c2cccnc2)n1)c1ccc(Cl)cc1
[24] CN(C)S(=O)(=O)c1cccc(NC(=O)c2sccc2-c2ccccc2)c1
[25] COc1cc(Cl)c(CC(=O)c2c[nH]c3ccccc23)cc1OC
[26] C=C1CCN([C@@H](C)C(=O)NCc2cc(OC)c(OC)c(OC)c2)S(=O)(=O)c2ccccc21
[27] Cc1cc(N2C(=O)CCC2=O)ccc1NC(=O)c1cccs1
[28] CCc1c(C)nc2ncnn2c1N1CCCC(C(=O)Nc2cc(F)ccc2C)C1 (configuration not stated)
[29] Cc1csc(NC(=O)c2cccc(S(=O)(=O)N3CCN(C)CC3)c2)n1
[30] Cc1cc(NC(=O)CCN2C(=O)/C(=C/c3ccccc3Cl)SC2=S)no1

assay / compound,21,22,23,24,25,26,27,28,29,30
Dengue-2 NS5 capping,-5%,3%,-3%,-4%,-3%,2%,-10%,-1%,-2%,6%
HIV fusion peptide,28%,2.6%,1.2%,-0.9%,3.1%,0.9%,-1.0%,0.2%,-0.7%,3.2%
Yfh1-depleted yeast,i,i,i,x,i,i,i,i,i,i
KOR beta-arrestin-1,-15%,-10%,-1%,10%,-8%,9%,0%,-30%,-31%,18%
KOR beta-arrestin-2,1.6%,4.7%,-3.6%,-4.3%,0.6%,-4.0%,-2.0%,3.0%,3.6%,0.0%
HEK293 NOD2/NF-kB,7%,0%,3%,17%,18%,3%,4%,14%,11%,14%
West Nile virus CPE,1.3%,0.7%,-0.1%,-1.5%,-1.4%,-0.4%,-0.1%,-0.2%,0.1%,-0.3%
NOD1 inhibition,-24%,-5%,-10%,-14%,-4%,1%,8%,20%,9%,-1%
AID2073,-10%,-5%,24%,5%,21%,6%,9%,11%,-9%,-3%

Overlap with the part before: two entries, followed by the next part.
[29] Cc1csc(NC(=O)c2cccc(S(=O)(=O)N3CCN(C)CC3)c2)n1
[30] Cc1cc(NC(=O)CCN2C(=O)/C(=C/c3ccccc3Cl)SC2=S)no1
[31] Cc1ccc(C(OC(=O)c2ccco2)C(=O)NC2CCCC2)cc1 (configuration not stated)
[32] Cc1noc2ncnc(Sc3c(Cl)cccc3Cl)c12
[33] CCOc1ccc(N2C(=O)CC(N(CCc3ccc(OC)c(OC)c3)C(=O)/C=C/C(=O)O)C2=O)cc1 (configuration not stated)
[34] COc1ccc(Cl)cc1C(=O)Nc1ccccc1N1CCCCC1
[35] CCN(c1ccccc1)S(=O)(=O)c1cccc(C(=O)NCC(c2ccco2)N2CCCC2)c1 (configuration not stated)
[36] O=C(Cc1ccc(-n2cccc2)cc1)NC1CCCCCC1
[37] Cc1nn2c(-c3cccc(NC(=O)c4ccco4)c3)nnc2c2ccccc12
[38] CC(C)C[C@@H](CO)N1CCN(CCCc2ccccc2)CCC1=O
[39] Cc1ccc(C)c(NC(=O)CCN2CCCCC2)c1
[40] O=C(CSCC(=O)Nc1nc(-c2ccc3c(c2)OCO3)cs1)Nc1nccs1

assay / compound,29,30,31,32,33,34,35,36,37,38,39,40
Dengue-2 NS5 capping,-2%,6%,-3%,-6%,13%,3%,0%,-4%,-2%,-2%,-1%,0%
HIV fusion peptide,-0.7%,3.2%,-1.2%,1.4%,-0.9%,1.6%,1.0%,-1.8%,0.8%,-0.4%,-2.0%,-2.2%
Yfh1-depleted yeast,i,i,x,i,i,x,x,i,i,x,x,i
KOR beta-arrestin-1,-31%,18%,-6%,-28%,10%,-24%,5%,22%,-38%,-28%[20 µM],-20%[20 µM],-18%
KOR beta-arrestin-2,3.6%,0.0%,-3.1%,3.5%,-1.5%,0.3%,4.3%,0.7%,-2.4%,-4.3%,-2.9%,1.5%
HEK293 NOD2/NF-kB,11%,14%,8%,13%,13%,-17%,-15%,23%,4%,-13%,4%,-43%
West Nile virus CPE,0.1%,-0.3%,-0.2%,1.4%,0.1%,-1.1%,-1.1%,-1.2%,-0.2%,-0.6%,-0.3%,0.0%
NOD1 inhibition,9%,-1%,-15%,15%,3%,1%,-23%,-19%,-12%,-27%,-15%,0%
AID2073,-9%,-3%,12%,-1%,5%,12%,9%,12%,25%,8%,0%,4%

[41] CC(NS(=O)(=O)/C=C/c1ccccc1)C(=O)NCCc1ccc(S(N)(=O)=O)cc1 (configuration not stated)
[42] O=C(CCNC(=O)c1ccc([N+](=O)[O-])cc1)NCCc1ccccc1
[43] CC1=CC(C)(C)N(C(=O)CSc2nnc(-c3ccccc3)o2)c2ccc(C)cc21
[44] CCOC(=O)c1c(NC(=O)c2cc(-c3cccc(O)c3)on2)sc(C(C)=O)c1C
[45] COc1ccc(Nc2nc(OC)nc(N3CCN(c4ccc(OC)cc4)CC3)n2)cc1
[46] Cc1cc(C)c(CN2CCC(n3nccc3NC(=O)C3CCOC3)CC2)cc1C (configuration not stated)
[47] CN=C1S/C(=C\c2ccc(Sc3ccc(Cl)cc3)o2)C(=O)N1C
[48] S=C(Nc1ccc(Br)cc1Cl)NN1CCOCC1
[49] CCc1ccc2[nH]c(=O)c(C(c3nnnn3CCOC)N3CCN(c4ccccc4)CC3)cc2c1 (configuration not stated)
[50] CCN1CCN(c2cc(C)c3cc(NC(=O)c4ccc(Br)o4)ccc3n2)CC1
[51] CCOC(=O)c1ccc(N2C(=O)C(O)=C(C(C)=O)C2c2ccc([N+](=O)[O-])cc2)cc1 (configuration not stated)

assay / compound,41,42,43,44,45,46,47,48,49,50,51
Dengue-2 NS5 capping,5%,-2%,-5%,-5%,1%,-2%,x,11%,5%,-5%,-8%
HIV fusion peptide,-1.0%,-1.4%,-2.1%,9.0%,-2.2%,1.0%,3.2%,-1.5%,0.5%,0.2%,5.1%
Yfh1-depleted yeast,i,x,i,x,i,x,i,i,i,i,x
KOR beta-arrestin-1,5%,-13%,2%,-11%,-2%,10%,5%,20%[20 µM],11%,-16%,-11%
KOR beta-arrestin-2,-1.9%,0.7%,3.0%,1.2%,-2.7%,-0.9%,-5.0%,-3.6%,1.3%,4.3%,5.2%
HEK293 NOD2/NF-kB,20%,10%,-1%,-7%,8%,2%,6%,-26%,9%,-8%,8%
West Nile virus CPE,2.1%,-0.9%,-0.6%,x,-1.1%,-0.9%,-0.1%,-0.2%,0.6%,2.1%,0.6%
NOD1 inhibition,-8%,-33%,-5%,-34%,-27%,-26%,9%,-28%,-8%,-30%,-17%
AID2073,3%,11%,-2%,13%,9%,4%,34%,0%,-4%,1%,4%

Not all compounds are listed; rates above refer to the full screens.
